D2 potentiator: HTS Assay for Positive Allosteric Modulators of the Human D2 Dopamine Receptor: Primary Screen for Potentiators; D(2) dopamine receptor (Homo sapiens), P14416; HEK293 T-REx D2, calcium flux, EC20 dopamine potentiation; potentiation, % at 10 µM; 340,000 tested, 0.34% active; AID 485347, 2010;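 active means potentiation over 3 SD above the plate norm, cut at about 30% in these data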; further: 0% is about no effect
Target sequence (P14416 whole entry, looked up): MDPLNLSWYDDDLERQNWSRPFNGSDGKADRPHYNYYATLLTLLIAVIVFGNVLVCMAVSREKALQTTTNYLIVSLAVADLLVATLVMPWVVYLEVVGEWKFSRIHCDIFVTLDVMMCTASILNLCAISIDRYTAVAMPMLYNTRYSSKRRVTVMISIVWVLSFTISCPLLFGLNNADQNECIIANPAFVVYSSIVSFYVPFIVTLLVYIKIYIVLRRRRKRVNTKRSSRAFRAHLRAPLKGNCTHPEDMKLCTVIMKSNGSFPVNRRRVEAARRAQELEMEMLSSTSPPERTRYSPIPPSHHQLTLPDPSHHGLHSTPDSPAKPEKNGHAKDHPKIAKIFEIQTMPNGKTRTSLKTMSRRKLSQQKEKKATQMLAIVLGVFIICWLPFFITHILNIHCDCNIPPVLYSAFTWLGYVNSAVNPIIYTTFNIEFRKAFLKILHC
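Using a no-wash calcium dye in inducible, force-coupled HEK293 Trex cells expressing D2, we tracked fluorescence each second for 180 s after compound, then for 180 s after EC20 dopamine to detect augmented signalling.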
GRP78 ERSR act: qHTS for Inducers of the Endoplasmic Reticulum Stress Response (ERSR) in Human Glioma: qHTS. U87-MG GRP78 promoter luciferase reporter, 16 h. Potency, µM, inactives show top-dose activation, usual class: activators. 420,000 tested, 0.02% active; further: potency means the concentration at half of the fitted maximal effect; series mostly up to about 76 µM; % of control where 0% means no effect; nearly all actives have a fitted effect of over 35% in size
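Stably transfected U87-MG human glioma cells carrying a GRP78-based luminescent sensor were seeded at 1000 cells/well, pin-dosed with compounds and incubated 16 h. Luciferase reagent was then added, and end-point luminescence was read after 10 min at room temperature.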
RXFP1 antagonist: qHTS Assay for Antagonists of the Relaxin Receptor RXFP1; HEK293-RXFP1, relaxin-stimulated cAMP HTRF, 30 min; hits give low values; activity change, negative = inhibition, % at 57.5 µM; 350,000 tested, 0.59% active;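 active means activity change of -60% or lower, but not beyond a set lower limit; inconclusive means change between -60% and -40%, or beyond the set limit; inactive means change above -40%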; further: on the % scale 0 is the no-effect control and ±100 the full control effect
D1 antagonist: Antagonist of Human D 1 Dopamine Receptor: qHTS; AID 504652, 2011; activity change, negative = inhibition, % at 10 µM; HEK293 TREx D1 cells, calcium flux, dopamine EC80; hits give low values; 360,000 tested, 3.2% active; D(1A) dopamine receptor (Homo sapiens), P21728; in the data active means activity change below about -30%; further: on the % scale 0 is the no-effect control and ±100 the full control effect
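Cells carrying a force-coupled, tetracycline-inducible human D1 receptor report calcium flux. Each well gets a 10 s baseline, compound with 180 s monitoring, then an EC80 dopamine stimulus with a second 180 s kinetic read.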
D1 PAM: Potentiators of Human D1 Dopamine Receptor: qHTS; D(1A) dopamine receptor (Homo sapiens), P21728; HEK293 TREx D1 cells, calcium flux, dopamine EC20 potentiation; potentiation, % at 10 µM; 360,000 tested, 0.036% active; AID 504651, 2011; in the data active means potentiation above about 30%; further: 0% is about no effect
Vif-APOBEC3G blk: qHTS for Inhibitors of Vif-A3G Interactions: qHTS | DNA dC->dU-editing enzyme APOBEC-3G (Homo sapiens), Q9HC16 | HeLa A3G-eYFP + Vif (tagged APOBEC3G with the HIV-1 protein that degrades it), YFP fluorescence, overnight | Potency, µM (doses to about 46.1 µM), for the others: at the highest dose activity, negative = active, usual class: inhibitors | 410,000 tested, 0.076% active | AID 602310, 2012;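 further: potency means the concentration at half of the fitted maximal effect; on the % scale 0 is the no-effect control and ±100 the full control effect; nearly all actives have a fitted effect of over 60% in size; hits raise eYFP signal because A3G escapes Vif-driven loss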
Target sequence (Q9HC16 whole entry, looked up): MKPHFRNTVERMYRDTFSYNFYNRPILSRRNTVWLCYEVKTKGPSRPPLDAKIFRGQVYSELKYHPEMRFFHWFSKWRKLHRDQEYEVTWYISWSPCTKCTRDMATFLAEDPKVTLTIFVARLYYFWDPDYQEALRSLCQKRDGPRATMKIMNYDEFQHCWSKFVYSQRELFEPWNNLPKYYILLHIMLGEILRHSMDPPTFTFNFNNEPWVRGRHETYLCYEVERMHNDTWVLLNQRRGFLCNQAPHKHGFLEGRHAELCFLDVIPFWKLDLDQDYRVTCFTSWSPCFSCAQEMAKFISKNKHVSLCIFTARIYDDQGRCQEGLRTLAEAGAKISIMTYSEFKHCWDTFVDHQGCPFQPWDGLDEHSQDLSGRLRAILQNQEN
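Read-out is eYFP fluorescence (Ex 488/Em 500-530) from Vif-expressing HeLa A3G-eYFP cells; more signal means A3G escaped Vif-mediated degradation. Cells plated overnight, compound pinned in, incubated overnight at 37 deg C.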
Vif-A3F inh: qHTS for Inhibitors of Vif-A3F Interactions: qHTS. Potency, µM (top dose mostly 46.1 µM), for inactives: top-dose activity, negative = active. HeLa A3F-eYFP + Vif (tagged APOBEC3F with the HIV-1 protein that degrades it), YFP fluorescence increase. 390,000 tested, 0.2% active; further: potency means the concentration at half of the fitted maximal effect; % of control where 0% means no effect; nearly all actives have a fitted effect of over 65% in size
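HeLa cells stably expressing Vif plus C-terminally eYFP-tagged A3F were seeded, incubated overnight at 37 deg C, dosed with compound, incubated overnight again at 37 deg C. Yellow fluorescence (Ex 488/Em 500-530) reported blocked Vif-mediated A3F-eYFP degradation.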
D1 ag: Allosteric Agonists of the Human D1 Dopamine Receptor: qHTS; D(1A) dopamine receptor (Homo sapiens), P21728; activation, % at 2 µM; HEK293 T-REx D1 cells, calcium flux, agonist mode; 360,000 tested, 1% active; AID 504660, 2011; in the data active means activation above about 30%; further: 0% is about no effect
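Agonism was scored from calcium flux recorded over 180 s (1 read/s) after pintool compound addition, following a 10-cycle baseline. Cells were inducible force-coupled HEK293 TREx D1, plated overnight at 30 C and loaded with no-wash calcium dye.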
RXFP1 ag: qHTS Assay for Agonists of the Relaxin Receptor RXFP1. HEK293T-RXFP1 cAMP TR-FRET, 30 min; response scale: percent of porcine relaxin response, buffer zero. Potency, µM (series often up to 57.5 µM), for the others: at the top dose activation, hits mostly activators. Relaxin receptor 1 (Homo sapiens), Q9HBX9. 370,000 tested, 0.3% active; further: potency means the concentration at half of the fitted maximal effect; on the % scale 0 is the no-effect control and ±100 the full control effect; nearly all actives have a fitted effect of over 60% in size; many of its hits are not listed in these tables
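cAMP rise read by TR-FRET after 30 min, 37C compound exposure (up to 58 uM) in RXFP1-transfected HEK293 cells with Ro 20174 present. EC50 from Hill-equation fits, with 29 nM porcine relaxin as 100% and buffer as basal.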
Active calls of the source: *; ? = inconclusive; . = no result given. Unless noted, the call rests on the fitted dose curve; in most records, active means well fitted curve in the direction sought with a large enough effect; inconclusive means small, poorly fitted or top-dose-only effect, or another doubt; inactive means no such curve, though single readings can be large; an effect the other way counts as inactive or inconclusive. This is a subset; rates above refer to the full screens.

A first look, 2 compounds:
Molecule	D2 potentiator	GRP78 ERSR act	RXFP1 antagonist	D1 antagonist	D1 PAM	Vif-APOBEC3G blk	Vif-A3F inh	D1 ag	RXFP1 ag
c1ccc(Cc2ccc(OCCN3CCOCC3)cc2)cc1	-1	-3%	-13	-5	-4	-6%	11%	4	3.8%
CCCSc1nnc(N2C(=O)CC(c3ccsc3)C3=C2CCCC3=O)s1 (configuration not stated)	-3	-1%	25	11	-2	1%	1%	0	10%

Main list, previewed entries included:
Molecule	D2 potentiator	GRP78 ERSR act	RXFP1 antagonist	D1 antagonist	D1 PAM	Vif-APOBEC3G blk	Vif-A3F inh	D1 ag	RXFP1 ag
c1ccc(Cc2ccc(OCCN3CCOCC3)cc2)cc1	-1	-3%	-13	-5	-4	-6%	11%	4	3.8%
CCCSc1nnc(N2C(=O)CC(c3ccsc3)C3=C2CCCC3=O)s1 (configuration not stated)	-3	-1%	25	11	-2	1%	1%	0	10%
O=C(Cn1nc2ccccc2n1)N/N=C/c1cc(Cl)cc([N+](=O)[O-])c1O	0	-3%	12	-1	6	0%	8%	3	-1.1%
CCC(Sc1nc2nccnc2c(=O)n1Cc1ccc(C)cc1)C(=O)NC1CCCCC1 (configuration not stated)	3	-2%	-9	-5	-4	-16%	2%	0	?
Cc1cc(C)c(S(=O)(=O)Nc2cc(C)on2)c(C)c1	-3	0%	11	-16	-3	1%	1%	2	1.4%
Cc1ccc(CN2CC(=O)N3[C@H]4c5cc(Cl)ccc5OC[C@@H]4[C@H](c4ccccc4)[C@]3(C)C2=O)cc1	0	-4%	.	2	8	-9%	1%	3	0.4%
COc1cccc(CNC(=O)COC(=O)C2CCN(c3ccc(C(F)(F)F)cn3)CC2)c1	10	3%	-4	-8	-10	1%	-9%	4	1.5%
O=C(Nc1ccc2c(c1)CCCN2C(=O)c1cccs1)c1cccc(F)c1	-12	3%	-9	-36*	-5	-12%	3%	6	2.0%
Cc1nn(-c2ccccc2)c(C)c1C(=O)OC/C(O)=C(\C#N)c1nc2ccccc2[nH]1	3	-4%	-12	4	-6	-3%	1%	2	-0.2%
COc1cc(C2C(C#N)=C(C)NC3=C2C(=O)CC(C)(C)C3)ccc1O (configuration not stated)	-3	0%	4	13	-4	1%	6%	2	4.0%
Cc1cc2c(cc1C)N(C(=O)CN1C(=O)c3ccccc3C1=O)C(C)(C)c1ssc(=S)c1-2	8	-2%	1	18	-2	8%	-1%	1	-0.3%
C[C@@H]1CN([C@H](C)CO)C(=O)CCCn2nncc2CO[C@H]1CN(C)S(=O)(=O)c1cn(C)cn1	.	-2%	-2	.	.	0%	3%	.	.
CCC1CCCCN1C(=O)Cn1c(=O)n(CCCC(=O)NCc2ccco2)c(=O)c2sccc21 (configuration not stated)	-9	1%	9	-12	1	-4%	-2%	2	-0.3%
O=C1CC(c2ccccc2F)c2c(c3ccccc3[nH]c2=O)O1 (configuration not stated)	-2	4%	-11	-18	0	3%	9%	1	0.0%
CC(Oc1ccc(Cl)cc1Cl)C(=O)NC1CCSC1=O (configuration not stated)	-3	-5%	16	15	-3	2%	3%	-2	2.5%
CC1(C)Cc2cccc(OCC(O)CNCc3ccccn3)c2O1 (configuration not stated)	6	-2%	3	-17	-4	0%	4%	6	0.4%
CC(=O)c1cccc(NC(=O)CN(C)S(=O)(=O)c2ccccc2)c1	11	-1%	-1	-6	-4	-2%	0%	2	-0.3%
O=C(Nc1cccnc1)c1cccnc1	23	-2%	-9	2	-4	3%	-5%	1	1.8%
CC(=O)c1ccc(N2CCN(c3ccc(C(N)=O)cc3[N+](=O)[O-])CC2)cc1	15	-1%	6	-18	-9	-2%	-2%	7	-0.4%
Cc1ccc(C(=O)Nc2ccon2)cc1S(=O)(=O)N1CCOCC1	-5	-2%	8	0	0	0%	-6%	0	3.0%
N#CC(C#N)=Cc1cc2ccccc2nc1N1CCOCC1	.	0%	6	5	-9	-8%	-9%	1	1.5%
O=C(CSc1ccc2nc(-c3ccccc3)cn2n1)NCC1CCCO1 (configuration not stated)	-6	7%	8	2	-6	1%	5%	1	7.8%
COCC1CCCN(Cc2cn(-c3ccccc3)nc2-c2ccc3c(c2)OCO3)C1 (configuration not stated)	9	-8%	-4	8	4	1%	2%	6	0.0%
COc1ccccc1CC(=O)NC(=O)c1ccccc1O	.	3%	0	0	2	-1%	8%	0	7.1%
CCCCCN(C(=O)CCC(=O)OCC(=O)c1ccc(C(C)CC)cc1)c1c(N)n(CCCC)c(=O)[nH]c1=O (configuration not stated)	-2	1%	-7	10	0	-4%	?	6	1.4%
Cc1ccc(S(=O)(=O)NCCSc2nncn2C)cc1	35*	-3%	4	0	3	1%	-11%	1	3.5%
Cc1cc2nc(-c3cccc(NC(=O)CSc4ccc(Cl)cc4)c3)oc2cc1C	11	3%	-6	25	-3	-5%	1%	0	0.5%
Fc1ccc2c(c1)NC(c1ccncc1)=NC(c1cccs1)=N2	0	.	4	-17	-3	.	.	0	2.3%
CC12CCC(C(=O)N3CCN(c4ncccn4)CC3)(c3nc4ccccc4nc31)C2(C)C (configuration not stated)	6	-2%	9	2	2	1%	1%	2	1.4%
CC(=O)Nc1ccc(NC(=O)c2c(C)nn(-c3ccccc3)c2-n2cccc2)cc1	2	0%	.	7	-2	-4%	-1%	1	-1.6%
O=C(c1ccccc1)N1CCN(CC(O)COc2cccc3ccccc23)CC1 (configuration not stated)	-1	-3%	0	-4	-6	6%	7%	2	-0.2%
COc1cc2nc(CN3CCN(S(=O)(=O)c4ccc(Br)cc4)CC3)[nH]c(=O)c2cc1OC	.	-4%	3	.	.	-1%	3%	.	.
CCOC(=O)c1nnn(-c2nonc2N)c1CNc1ccc(C)c(Br)c1	1	1%	-27	-22	-4	0%	7%	4	1.1%
Cc1cc(-c2ccc(C)c(S(=O)(=O)NCCCN(Cc3ccccc3)C(C)C)c2)on1	8	-1%	-1	28	-8	6%	-2%	2	2.4%
O=C(NCc1ccccc1Cl)c1cnn2cccnc12	3	-6%	-3	-5	-1	-5%	5%	-1	0.0%
COc1ccccc1NC(=O)C[n+]1ccccc1	-2	-6%	-3	-24	-1	-2%	-34%	0	1.6%
CCCc1nnc(NC(=O)CCC(=O)N2CCC(C)CC2)s1	1	-1%	-29	6	0	-9%	3%	1	1.2%
CCOc1ccc(Cl)cc1CNc1nnnn1C	11	3%	5	-8	8	-5%	-1%	3	0.9%
O=C(CCCSc1nnc(SCCCC(=O)c2ccc(F)cc2)s1)c1ccc(F)cc1	0	-2%	-4	0	3	0%	-6%	14	-0.9%
OCCCc1nc2n(n1)C(c1ccccc1)C=C(c1ccccc1)N2 (configuration not stated)	2	-4%	.	-26	9	-12%	1%	2	4.8%
Cn1nnnc1SCCCNCc1cccc(OCc2ccccc2)c1	-24	-1%	-4	11	-1	-3%	-9%	19	-1.2%
CC1=NC(C#N)=C(C#N)NC(C)(C)C1	2	0%	-18	10	-4	0%	4%	-2	2.9%
COc1cccc(C2c3c(oc4ccc(Cl)cc4c3=O)C(=O)N2c2cc(C)on2)c1OC (configuration not stated)	-3	-5%	2	-3	-10	1%	0%	1	0.8%
CC(=O)Nc1ccc(-c2csc(NC(=O)C3CC(=O)N(c4ccc5c(c4)OCCO5)C3)n2)cc1 (configuration not stated)	0	-8%	-4	6	-4	3%	0%	0	3.4%
Cc1csc2nc(COC(=O)c3ccccc3NC(=O)c3cccc(Br)c3)cc(=O)n12	-1	-2%	-2	-53*	2	-19%	-9%	0	-0.3%
CCc1[nH]nc2c1C(c1ccncc1)C(C#N)=C(N)O2 (configuration not stated)	-2	-5%	10	11	-5	-5%	-5%	-2	2.0%
Cn1cccc1C(=O)OCC(=O)NCCc1ccccc1	.	1%	-3	.	.	0%	5%	.	.
C[C@@H]1CN([C@@H](C)CO)C(=O)c2cc(Br)cnc2O[C@H]1CN(C)S(=O)(=O)c1cccs1	.	-1%	-2	.	.	2%	-6%	.	.
O=C(CSc1nnc(NC(=O)c2ccco2)s1)Nc1ccccc1	-5	-7%	-11	0	-4	0%	6%	1	-0.8%
Cc1cccc(NCc2ccc(Br)cc2)n1	11	8%	-16	0	-4	-9%	-10%	7	0.1%
CCCCCCSc1ccc([C@@H]2[C@H]3C(=O)N(C)C(=O)[C@H]3[C@]3(C(=O)OC)CCCCN23)cc1OC	11	0%	.	-2	-5	-14%	-12%	6	2.0%
